# aSyn yeast inh: inhibitors of alpha-synuclein toxicity in yeast; Potency, µM (titrated, usually from 46.1 µM), without a hit: at the highest dose growth rescue (activation), most hits filed as activators; 370,000 compounds, 0.14% hits; Yeast expressing alpha-synuclein, growth rescue, BacTiter-Glo, 24 h; AID 652106; note: potency is the fitted concentration of half-maximal effect; % of control where 0% means no effect; nearly all actives have a fitted effect of over 65% in size
#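 Galactose-induced alpha-syn yeast (OD600=0.02, raffinose-pregrown) + pinned cpd, 24 hr, 30 deg C; growth by BacTiter-Glo luminescence. Growth restoration scores as activation.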
# DRD3 agonist: activates the human D3 dopamine receptor. P35462. D3R DiscoveRx beta-arrestin cells, luminescence, 90 min. max activation, %. 410,000 compounds, 0.58% hits; in the data active = max activation above about 30%; note: 0% is about no effect; mostly tested at two doses, the higher about 12 µM
# Target sequence (P35462 whole entry, looked up): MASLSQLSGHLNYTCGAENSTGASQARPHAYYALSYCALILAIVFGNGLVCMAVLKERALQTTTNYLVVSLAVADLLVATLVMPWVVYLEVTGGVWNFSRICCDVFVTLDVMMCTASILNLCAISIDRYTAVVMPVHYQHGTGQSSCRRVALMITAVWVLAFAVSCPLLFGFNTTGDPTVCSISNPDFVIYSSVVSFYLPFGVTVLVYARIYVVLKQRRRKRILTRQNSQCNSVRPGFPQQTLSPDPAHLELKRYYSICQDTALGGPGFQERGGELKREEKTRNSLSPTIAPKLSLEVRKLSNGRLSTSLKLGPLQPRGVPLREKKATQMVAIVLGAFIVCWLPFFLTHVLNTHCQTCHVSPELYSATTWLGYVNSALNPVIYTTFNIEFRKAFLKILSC
#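 Agonist mode: compounds and dopamine controls were applied to plated cells for 90 min at 37 degrees C after an overnight attachment at 1500 cells/well. Luminescent read-out followed 30 - 60 minutes at room temperature with DiscoveRx detection reagent.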
# FUS suppressor: suppressors of FUS proteinopathy in yeast; S. cerevisiae FUS-expressing, growth rescue, OD600, 24 h; Potency, µM (highest dose often 76.6 µM), inactives show at the top dose growth rescue (activation), actives largely listed as activators; 390,000 compounds, 0.24% hits;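 note: potency is the fitted concentration of half-maximal effect; plate controls were DMSO vehicle for no effect and reference control for full effect; nearly all actives have a fitted effect of over 55% in size; some results filed as inactive show a strong effect at the top dose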
#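 Read-out: OD at 600 nm after 24hr at 30C, reporting rescue of FUS-induced yeast toxicity. Cells at OD 0.005 in galactose (2%) minimal medium; compounds tested in a dilution series; CP55940 titration from 92uM final as control.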
# Active calls of the source: *; ? = inconclusive; . = no result given; & = joins results of further samples; [ ] = another dose, or the depositor's remark. Unless noted, calls come from the whole dose curve; as a rule, active = well fitted activation curve with a large enough effect; inconclusive = small, poorly fitted or top-dose-only effect; inactive = no such curve, though single readings can be large or run the other way. Only part of the results is shown, so the mix of outcomes need not match the whole.
1. COc1cccc(CNc2ncnc3nc[nH]c23)c1
2. O=C(COc1ccccc1C(=O)Nc1cccc([N+](=O)[O-])c1)Nc1ccc(Br)cc1
3. CC(=O)N1CCN(/[N+]([O-])=N/Oc2ccc([N+](=O)[O-])cc2[N+](=O)[O-])CC1
4. O=[N+]([O-])c1ccc(/C=C/c2ccc3cccnc3c2)cc1
5. CN1CCc2cc(NC(=O)Nc3cccnc3)ccc21
6. CCCN1CNc2c(c(=O)[nH]c(=S)n2CCc2cccc(OC)c2OC)C1
7. COc1cc2c(NC3CCN(C(C)C)CC3)nc(N3CCCN(C)CC3)nc2cc1OCCOCCN(C)C
8. O=S(=O)(c1ccc2c(c1)OCCO2)N1CCN(c2nc(-c3cccs3)nc3ccccc23)CC1
9. Cc1ccc(C)c(OCCn2c(CCNC(=O)C3CCCCC3)nc3ccccc32)c1
10. O=C1OC(=O)C2C3CCC(O3)C12 (stereo unspecified)

compound no.	1	2	3	4	5	6	7	8	9	10
aSyn yeast inh	-2%&-6%	2%	-53%[inhibitor]	-6%	-4%	2%	8%	11%&1%	-3%	-4%
DRD3 agonist	.	.	.	.	.	.	.	.	.	.
FUS suppressor	.	.	.	.	.	.	.	.	.	.

11. O=C(COC(=O)C12CC3CC(CC(Br)(C3)C1)C2)NCc1ccco1
12. NS(=O)(=O)C#Cc1ccccc1
13. C[n+]1ccc(/C=C/c2cc[n+](C)c3ccccc23)c2ccccc21
14. CCCCNC(=O)Cn1c(SCc2cccc(C)c2)nc2ccncc21
15. CC(C)c1nnc(NC(=O)C2CCN(C(=O)C(C)(C)C)CC2)s1
16. CN(C)c1ccc(/C=C/c2ccccn2)cc1
17. N#Cc1c(NC(=S)NC(=O)c2ccccc2)sc2c1CCCCC2
18. [O-][N+](=NC1C=Cc2ccccc21)C1C=Cc2ccccc21 (stereo unspecified)
19. CCN1CCc2c(sc(NC(=S)NC(=O)c3cccc(F)c3)c2C(N)=O)C1
20. O=C(O)C1Nc2ccccc2C2C=CCC12 (stereo unspecified)

compound no.	11	12	13	14	15	16	17	18	19	20
aSyn yeast inh	-5%	2%	-64%[inhibitor]	-7%	1%	-5%	?	?	-3%	0%
DRD3 agonist	.	.	.	.	.	.	.	.	.	.
FUS suppressor	.	.	.	.	.	.	.	.	.	.

21. O=C(CN(CCc1c[nH]c2ccccc12)S(=O)(=O)c1ccccc1)N1CCCCCC1
22. C=CC(C)=C[C@@]1(C)SC(=O)C(C)=C1O
23. N#CCCn1cc(CNCc2cccnc2)c(-c2ccccc2)n1
24. Nc1ncnc2c1c(I)cn2[C@@H]1C[C@H](N)[C@@H](O)[C@H]1O
25. C[N+]1(CC(=O)c2ccc3ccccc3c2)CCOCC1
26. OC[C@@H]1O[C@H](n2cnc3c(SCc4ccccc4)ncnc32)[C@H](O)[C@H]1O
27. CCN(CC)c1ccc(/C=C/C2=C3C=CC=CC3NC=C2)cc1 (stereo unspecified)
28. Cc1cccc(NC(=O)COc2ccccc2C(=O)Nc2ccccc2)c1
29. Cc1cc2c(cc1Cl)N(C(=O)Nc1ccnc3ccccc13)CC2
30. COc1cc(OC)c(/C=C/c2ccncn2)c(OC)c1

compound no.	21	22	23	24	25	26	27	28	29	30
aSyn yeast inh	10%	-2%	-3%	2%	?	-1%	-2%	1%	0%	?
DRD3 agonist	.	.	.	.	.	.	.	.	.	.
FUS suppressor	.	.	.	.	.	.	.	.	.	.

31. Cc1ccc(-c2nc3ccccn3c2Nc2ccc(F)cc2)o1
32. COc1ccc(C2N=C(Nc3nc4ccccc4o3)NC3=C2C(=O)CC(C)(C)C3)cc1 (stereo unspecified)
33. Cn1ncc2c(NCc3ccco3)ncnc21
34. COc1ccc(OC)c(/C=C/c2ccccc2)c1
35. COc1ccc(-c2nc(=N)sn2-c2ccccc2)cc1
36. COc1cccc(/C=C/c2ccc3ccccc3[n+]2C)c1OC
37. CC(C)(C)c1ccc(S(=O)(=O)/C=C/C#N)cc1
38. CN(C)c1ccc(/C=C2\C=Cc3ccccc32)cc1N
39. Cc1ccc(S(=O)(=O)N2CCN(c3cc(-c4cccs4)nc4ccccc34)CC2)cc1
40. CCOc1ccc2cc(C#N)c(SCC(=O)OCc3ccccc3)nc2c1

compound no.	31	32	33	34	35	36	37	38	39	40
aSyn yeast inh	-33%[inhibitor]	1%	-20%	-10%	-52%[inhibitor]	-25%	-94%&-76%[inhibitor]	2%	-2%	1%
DRD3 agonist	.	.	.	.	.	.	.	.	.	.
FUS suppressor	.	.	.	.	.	.	.	.	.	.

41. CC(Cl)OC(=O)Nc1cccc2cccnc12 (stereo unspecified)
42. O=S(=O)(c1ccc2c(c1)OCO2)N1CCN(c2nc(-c3cccs3)nc3ccccc23)CC1
43. CCCN1CNc2c(c(=O)[nH]c(=S)n2CCCc2ccccc2)C1
44. N#CN=c1snc(-c2ccccc2Cl)n1-c1ccc(F)cc1
45. Clc1ccc2c(ccc[n+]2CCC2CCCCC2)c1
46. O=C(Nc1cc(Cl)ccc1Cl)c1cc([N+](=O)[O-])cc(Br)c1O
47. CN(C)/C=C1\C=Cc2ccccc21
48. Cc1ccc(N=Cc2cccc(O)c2O)c(C)c1
49. CNC(=O)c1ccc2nc(-c3ccco3)c(-c3ccco3)nc2c1
50. c1ccc2c3c([nH]c2c1)CCCC3

compound no.	41	42	43	44	45	46	47	48	49	50
aSyn yeast inh	-3%	0%	1%	7%	0%	-87%[inhibitor]	11%	1%	-3%	-3%
DRD3 agonist	.	.	.	.	.	.	.	.	.	.
FUS suppressor	.	.	.	.	.	.	.	.	.	.

51. Cc1ccc2[nH]c(=O)c(CN(CCCO)Cc3nnnn3Cc3ccco3)cc2c1
52. CCc1ccc(OCCCn2c(CCNC(=O)C3CCCCC3)nc3ccccc32)cc1
53. O=C(C[N+]1(CCO)CCOCC1)c1ccc(F)c2ccccc12
54. CCc1ccc(NC(=O)CSc2nnc(-c3ccccc3)n2C)cc1
55. COc1ccc(Br)cc1C1NC(c2ccc3c(c2)OCO3)=CC(c2ccccc2O)N1 (stereo unspecified)
56. CNc1ccc(/C=C2\C=Cc3ccccc32)cc1I
57. O/N=C(/CI)c1ccc2ccccc2c1
58. COc1ccc(OC)c(NC(=O)c2nc(S(=O)(=O)Cc3ccccc3F)ncc2Cl)c1
59. CN(Cc1ccccc1)/[N+]([O-])=N/Oc1ccc([N+](=O)[O-])cc1[N+](=O)[O-]
60. O=c1ccc2c(OCCCCc3ccccc3)c3ccoc3cc2o1

compound no.	51	52	53	54	55	56	57	58	59	60
aSyn yeast inh	-1%	5%	2%	3%	-2%	0%	4%	-7%	-72%[inhibitor]	1%
DRD3 agonist	.	.	.	.	.	.	.	.	.	.
FUS suppressor	.	.	.	.	.	.	.	.	.	.

61. COc1cc2c(cc1OC)C(C(C(=O)N(CCc1ccc(OC)c(OC)c1OC)CCc1ccc(OC)c(OC)c1OC)c1ccccc1)=NCC2 (stereo unspecified)
62. CCOC(=O)c1c(N)sc2c1CCN(Cc1ccccc1)C2
63. C[C@H](Cc1ccc(O)c(O)c1)[C@@H](C)Cc1ccc(O)c(O)c1
64. O=C(O)c1cc2cc(Cc3cccnc3)ccc2o1
65. NC1=NCC2c3ccccc3Cc3ccccc3N12 (stereo unspecified)
66. CC1=C(CC(=O)O)c2cc(F)ccc2/C1=C\c1ccc(S(C)(=O)=O)cc1
67. Cc1nc2n(c(=O)c1CCN1CCC(c3noc4cc(F)ccc34)CC1)CCC[C@H]2O
68. O=C(OC[C@H]1O[C@@H](OC(=O)c2cc(O)c(O)c(OC(=O)c3cc(O)c(O)c(O)c3)c2)[C@H](OC(=O)c2cc(O)c(O)c(OC(=O)c3cc(O)c(O)c(O)c3)c2)[C@@H](OC(=O)c2cc(O)c(O)c(OC(=O)c3cc(O)c(O)c(O)c3)c2)[C@@H]1OC(=O)c1cc(O)c(O)c(OC(=O)c2cc(O)c(O)c(O)c2)c1)c1cc(O)c(O)c(OC(=O)c2cc(O)c(O)c(O)c2)c1
69. CC(C)C[C@H]1C(=O)N2CCC[C@H]2[C@]2(O)O[C@](NC(=O)[C@@H]3C=C4c5cccc6[nH]c(Br)c(c56)C[C@H]4N(C)C3)(C(C)C)C(=O)N12
70. COc1ccc(Cc2cnc(N)nc2N)cc1OC

compound no.	61	62	63	64	65	66	67	68	69	70
aSyn yeast inh	1%	1%	?	-2%	1%	5%	0%	-47%[inhibitor]	2%	-4%
DRD3 agonist	1	5	10	-6	1	-1	-30	27	39*	3
FUS suppressor	.	.	.	.	.	.	.	.	.	.

71. Clc1cccc(Cl)c1NC1=NCCN1
72. NC1CCN(c2cccc(Cl)n2)CC1
73. NC(CS)C(=O)O (stereo unspecified)
74. Nc1ccc(O)cc1
75. OCc1ccccc1
76. Nc1ccccc1N
77. COC(=O)[C@]12C[C@H](CC(=O)NCCCN3CCCC3=O)C(=O)N(Cc3cccc4ccccc34)C1=C[C@H](C(C)(C)C)O[C@@H]2C
78. O=C(NCCc1c[nH]c2ccccc12)[C@H](Cc1c[nH]c2ccccc12)NC1(C(=O)NC2CCCCC2)CCCCCCC1
79. COc1ccc(-n2c(COc3ccc(C)cc3)nnc2SCC(=O)Nc2ccc(S(=O)(=O)Nc3cc(C)nc(C)n3)cc2)cc1
80. CS(=O)(=O)c1ccc(OCCCN2CCC(C(O)(c3ccccc3)c3ccccc3)CC2)cc1

compound no.	71	72	73	74	75	76	77	78	79	80
aSyn yeast inh	0%	2%	-1%	-20%	1%	-39%[inhibitor]	.	.	.	.
DRD3 agonist	7	-13	-3	-13&3	4	16	.	.	.	.
FUS suppressor	.	.	.	.	.	.	?	7%	?	3%

81. CC1CCC2(CC1)CCN(CCCOC(=O)Nc1cccc(F)c1)C2=O (stereo unspecified)
82. CCn1cnc2c(NCc3cccnc3)nc(C#N)nc21
83. CC1(C)CC(=O)N(CC(=O)N2CCN(c3cccc(C(F)(F)F)c3)CC2)c2ccccc2S1(=O)=O
84. COc1cccc(NC(=O)Nc2nc3ncccn3c2-c2ccc(C(F)(F)F)cc2)c1
85. CCCCNC(=O)C1(C(=O)c2ccc(OC)cc2)CC(c2ccccn2)=NO1 (stereo unspecified)
86. CCCCNC(=O)C[C@H]1C[C@@]2(C(=O)OC)C(=C[C@H](COCc3ccccc3)O[C@@H]2C)N(CCc2ccc(OC)c(OC)c2)C1=O
87. CC1=CC(=O)C(C(C)C)=C/C1=N\OS(=O)(=O)c1ccccc1
88. CC(C)(C)OC(=O)NCc1cc2c(cc1/C=C/S(=O)(=O)NCc1ccc(F)cc1)OCO2

compound no.	81	82	83	84	85	86	87	88
aSyn yeast inh	.	.	.	.	.	.	.	.
DRD3 agonist	.	.	.	.	.	.	.	.
FUS suppressor	26%	-5%	38%	28%	-2%	30%	14%	7%

# Assay outcomes: PubChem BioAssay, National Center for Advancing Translational Sciences (NCATS)
